From PubChem
PRMT1 inh – PRMT1 (human) inhibition, primary screen | Q99873 | recombinant PRMT1, activity-based probe fluorescence polarization | inhibition, % at 2.79 µM | 1.3% of 370,000 active | AID 652257;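 active means inhibition above about 21% made by adding two undisclosed values, limit read from the data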
Target sequence (Q99873 whole entry, looked up): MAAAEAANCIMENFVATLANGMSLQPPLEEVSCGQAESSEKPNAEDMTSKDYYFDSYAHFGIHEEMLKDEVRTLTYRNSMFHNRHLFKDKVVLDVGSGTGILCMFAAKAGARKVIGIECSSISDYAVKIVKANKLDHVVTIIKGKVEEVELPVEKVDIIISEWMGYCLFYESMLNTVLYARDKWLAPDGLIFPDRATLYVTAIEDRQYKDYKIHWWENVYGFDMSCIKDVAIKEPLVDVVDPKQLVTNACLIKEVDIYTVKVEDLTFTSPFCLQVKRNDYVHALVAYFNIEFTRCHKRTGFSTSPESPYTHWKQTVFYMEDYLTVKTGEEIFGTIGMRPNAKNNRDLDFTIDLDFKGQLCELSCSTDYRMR
TCR CD3 inh – blocks the human TCR-CD3 interaction; 0.37% of 360,000 active; TAMRA-labeled TCR probe fluorescence, biochemical; AID 651800; inhibition, % at 9.4 µM; in the data active means inhibition above about 19%;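 further: recombinant mutant TCR 2C K166C tagged with TAMRA read by polarization; 0% = receptor in buffer alone and 100% = receptor with positive control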
HTRA1 inh – inhibitors of human serine peptidase HTRA1 | recombinant HTRA1, FP-rhodamine activity-based probe, fluorescence polarization | Q92743 | AID 504803 | inhibition, % at 5.96 µM | 0.5% of 340,000 active; in the data active means inhibition above about 36%;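 further: 0% = enzyme with DMSO and 100% = wells lacking enzyme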
rCAG RNA binder – molecules binding r(CAG) RNA repeats; 1.3% of 370,000 active; r(CAG) RNA repeat, TO-PRO-1 dye displacement fluorescence; inhibition, % at 3 µM;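 active means inhibition above the plate cutoff, the mean of all test compounds on that plate plus 3 SD, cut at about 35% in these data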;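 further: 0% = DMSO alone and 100% = 100 µM mitoxantrone as full dye displacement; higher means more dye released from RNA so lower well fluorescence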
mABHD4 FP – inhibits mouse alpha/beta hydrolase domain 4 | inhibition, % at 8.92 µM | AID 720543 | Q8VD66 | 0.54% of 370,000 active | purified mABHD4, FP-Rh probe fluorescence polarization;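 active means inhibition exceeding the mean over every tested compound plus 3 SD, cut at about 30% in these data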;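 further: 0% = plate median of compound wells and 100% = S159A mutant with DMSO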
Target sequence (Q8VD66 whole entry, looked up, the tested form may be a part): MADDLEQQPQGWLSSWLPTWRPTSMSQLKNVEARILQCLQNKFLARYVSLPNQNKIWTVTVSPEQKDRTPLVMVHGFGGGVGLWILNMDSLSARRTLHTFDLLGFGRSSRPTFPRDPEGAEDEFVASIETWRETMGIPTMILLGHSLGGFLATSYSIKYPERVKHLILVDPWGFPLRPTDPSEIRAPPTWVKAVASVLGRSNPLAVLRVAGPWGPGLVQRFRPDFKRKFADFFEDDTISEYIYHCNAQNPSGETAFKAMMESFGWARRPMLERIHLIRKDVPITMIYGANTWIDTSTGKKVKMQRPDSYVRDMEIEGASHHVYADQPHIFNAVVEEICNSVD
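Assay system: wild-type mouse ABHD4 protein; compound: single nominal dose of 8.92 µM, 0.89% DMSO final; schedule: 45 min + 60 min at 25 °C; measured by: FP readout, ex 525 nm / em 598 nm; evaluation: % inhibition of FP-Rh probe binding versus controls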
TDP2 inh – blocks human TDP2 phosphodiesterase activity; AID 720702; 0.34% of 370,000 active; O95551; recombinant TDP2, T5PNP hydrolysis, p-nitrophenol absorbance 415 nm; inhibition, % at 12.8 µM;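 active means inhibition above the mean of all tested compounds plus 3 SD, set per campaign, cut at about 25% in these data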;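 further: 0% = DMSO with enzyme and 100% = buffer with substrate but no TDP2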
Target sequence (O95551 whole entry, looked up): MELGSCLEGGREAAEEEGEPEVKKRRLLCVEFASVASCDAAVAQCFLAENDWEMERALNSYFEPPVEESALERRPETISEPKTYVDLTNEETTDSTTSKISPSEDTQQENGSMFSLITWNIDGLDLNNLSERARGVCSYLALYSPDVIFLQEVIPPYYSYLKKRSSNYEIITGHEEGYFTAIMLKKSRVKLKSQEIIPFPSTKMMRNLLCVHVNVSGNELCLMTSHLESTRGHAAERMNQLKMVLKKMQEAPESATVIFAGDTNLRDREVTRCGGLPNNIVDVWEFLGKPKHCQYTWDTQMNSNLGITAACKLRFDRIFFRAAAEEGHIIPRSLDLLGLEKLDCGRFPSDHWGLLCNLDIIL
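Test system: human TDP2 enzyme; Input: 120 nM TDP2 per well; Buffer or medium: Mg2+-containing Tris-HCl buffer, pH 7.5; Reagent: 5 mM T5PNP; Dosing: 12.8 µM single point, 1% DMSO; Incubation: reaction 2 h, 37 °C; Detection: p-Nitrophenol epi absorbance; Read-out: % inhibition relative to enzyme-containing and enzyme-free wells; Replicates: single well per compound.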
LEDGF integ inh – blocks HIV-1 LEDGF/p75-dependent DNA integration; TR-FRET IN-LEDGF/p75 DNA integration, Eu/Cy5; inhibition, % at 3.7 µM; 0.64% of 370,000 active; AID 743269;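 active means inhibition above the screen-wide mean plus 3 SD, cut at about 13% in these data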;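 further: signal is the Cy5 over europium emission ratio at 671 and 618 nm; 0% = plate median of compound wells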
NPR2 activator – GC-B (human) receptor activation. 0.11% of 370,000 active. activation, % at 10 µM. HEK293-GC-B cells, CNP EC30, cGMP TR-FRET; 0% at EC30 CNP, 100% saturating CNP. AID 1920062. P20594;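 active means activation at 10 µM reaching about 35% in either raw or pattern-adjusted values, limit read from the data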
SIAE primary – human SIAE inhibition, primary screen | Q9HAT2 | SIAE FP-Rh probe binding, fluorescence polarization | inhibition, % at 9.66 µM | 0.69% of 370,000 active | AID 1053197;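 active means inhibition above a cutoff: mean of compounds within the control limits plus 3 SD of those, cut at about 17% in these data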;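 further: 0% = plate median of compound wells and 100% = probe without SIAE protein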
MBD2 inh – MBD2-methylated oligo binding inhibition; AID 686964; inhibition, % at 4.4 µM; 0.31% of 370,000 active; TR-FRET, MBD2 binding to methylated oligonucleotide; in the data active means inhibition above about 13%
* marks the source's active call; other numbers are inactive results; nt = not tested or not shown. Only part of the results is shown. The share of hits here may be higher or lower than overall.

SMILES	PRMT1 inh	TCR CD3 inh	HTRA1 inh	rCAG RNA binder	mABHD4 FP	TDP2 inh	LEDGF integ inh	NPR2 activator	SIAE primary	MBD2 inh
Cc1onc(-c2ccccc2)c1C(=O)NCc1ccccn1	-1	-1	10	-4	-1	-3	2	4	-2	4
CN(C)c1ccc(/C=N/NC2=NS(=O)(=O)c3ccccc32)cc1	-1	-2	14	7	3	-20	-6	7	13	-6
Cc1nnc(NC(=O)COc2ccc3c(C)cc(=O)oc3c2)s1	6	7	0	6	4	8	-1	1	-4	-2
COc1ccc(-c2nnc(SCC(=O)NC(C)c3ccccc3)o2)cc1OC (stereo unspecified)	0	5	-6	-3	4	4	0	-5	-1	-2
C=CC[C@@H](CC(=O)OC(C)(C)C)C(=O)OC[C@H]1CCCN1C(=O)[C@@H](CC=C)CC(=O)NCCO	0	3	8	-9	2	-7	0	1	4	-5
Cc1noc(C)c1COC(=O)C(c1ccccc1)c1ccccc1	3	1	-6	-8	0	7	-1	-9	2	4
Clc1cccc(CNc2ccn3nc(-c4ccccc4Cl)cc3n2)c1	-1	-4	nt	3	-41	1	1	-6	-20	-4
Cc1csc(SCC(=O)Nc2cc(S(=O)(=O)N3CCCC3)ccc2Cl)n1	1	4	-1	4	-2	-4	-1	0	-2	1
COc1cccc2cc(-c3cc(=O)oc4ccc(OCC(C)=O)cc34)oc12	-3	-1	-35	19	1	-9	3	11	-10	-4
CCOc1ccc(NC(=S)NC(=O)c2cnn(CC)c2)c([N+](=O)[O-])c1	-3	6	1	-2	-4	11	1	-1	4	0
O=C(NC1CCCCC1)c1cc(S(=O)(=O)N2CCOCC2)ccc1Cl	-6	3	0	-1	-4	-13	3	1	-9	-6
Cc1ccc(S(=O)(=O)N2CCN(CC(=O)N/N=C\c3ccc(O)c(O)c3)CC2)cc1	6	-3	10	2	8	-12	-15	-2	5	1
Cc1cc(C)c(NC(=O)CNC(=O)COC(=O)C2=COCCO2)c(C)c1	-1	0	1	-2	-5	-8	1	3	9	1
COc1cccc(N2CCN(C(=O)CC(C)(C)CC3=NS(=O)(=O)c4ccccc4N3)CC2)c1	-1	-5	1	-3	4	-3	4	-4	0	1
CC(=O)c1cccc(N(CC(=O)Nc2ccc(F)cc2)S(C)(=O)=O)c1	-4	7	7	4	3	-2	-1	-4	-9	-2
COc1ccc2[nH]c(=O)c(CN(c3ccc(C)c(C)c3)S(C)(=O)=O)cc2c1	1	-4	-8	0	-1	8	-2	-15	-2	4
CC(=O)N1CCN(C2=NC(=O)/C(=C/c3ccc(OS(=O)(=O)c4ccccc4)cc3)S2)CC1	-1	-4	-3	-1	5	-4	1	3	-8	0
COc1ccccc1C(=O)NNC(=O)c1ccc(NC(=O)c2ccccc2)cc1	-8	37*	4	-5	1	-3	1	2	11	6
CCOc1ccccc1C(=O)n1nc(C)cc1C	0	0	0	-3	2	-6	-2	0	3	-7
COc1ccc(-c2cc(C(F)(F)F)nc(N3CCCCCC3)n2)cc1	0	1	4	-1	7	0	-1	-5	8	0
CCN(CC(=O)Nc1ccc(NC(C)=O)cc1)CC(=O)Nc1cc(C)on1	-3	-2	5	-1	3	-9	-4	5	3	-6
CSc1ccccc1NC(=O)c1noc(C)c1[N+](=O)[O-]	9	0	0	2	1	-2	0	5	-3	6
N#CCCN(C(=O)COC(=O)c1ccc2c(c1)OCCO2)c1ccccc1	-2	2	-1	1	-2	4	3	3	5	-5
CCOc1ccc(C(=O)NCC(c2ccco2)N2CCOCC2)cc1 (stereo unspecified)	-1	-6	4	-4	4	6	-4	-1	2	-1
Cc1cc(C)cc(CC(Cc2nc3ccccc3[nH]2)c2nc3ccccc3[nH]2)c1 (stereo unspecified)	-1	7	-48	3	-7	0	0	-10	-26	-7
Cc1onc(-c2ccccc2)c1C(=O)N/N=C/c1cc2c(cc1Br)OCO2	0	1	-18	2	-7	6	0	-14	-6	6
O=C1C=C(c2ccccc2)C(=O)N1Nc1ccccc1	22*	2	0	4	31*	-6	-2	1	1	-4
Cc1ccccc1-n1c(C)cc(/C=C2/C(=N)N3C(c4ccccc4)=CSC3=NC2=O)c1C	0	-2	-48	9	-16	4	-2	-2	-30	1
O=C(c1ccco1)N1C2C=CC(C2)C1(C(F)(F)F)C(F)(F)F (stereo unspecified)	-1	1	-7	1	-1	-1	3	-1	2	0
COc1cc(NC(=S)Nc2ccc(Br)cc2Cl)c(OC)cc1Cl	2	2	0	3	5	5	0	1	-2	0
CCN(C(=O)c1ccco1)c1nnc(-c2cccnc2)s1	3	0	0	-5	6	10	-2	-2	1	8
CCOc1ccccc1N(C)S(=O)(=O)c1ccc2c(c1)N(C(C)=O)CCO2	-3	-10	-2	-4	7	-1	-1	2	2	0
O=C(CSc1nnc(-c2ccncc2)o1)NCc1ccccc1	-4	-5	-5	2	-12	-12	1	-3	-6	-6
Cc1ccc(C(=O)NCc2ccc3c(c2)OCO3)cc1	1	6	-8	-3	2	1	-1	-3	2	4
CCN(CC)c1ncnc2c1ncn2[C@H]1CN(Cc2ccc(Cl)cc2)C[C@@H](CO)O1	0	5	nt	1	-1	-1	-5	0	3	3
COc1cccc(-n2ccnc2SCC(=O)Nc2nccs2)c1	0	-1	-1	-4	1	-2	-3	-4	-1	-4
CC(=O)OCC1CC(COC(C)=O)C(COC(C)=O)CC1COC(C)=O (stereo unspecified)	0	7	3	-1	1	4	-1	0	1	-5
CC(Sc1nc(N)cc(N)n1)C(=O)NCC1CCCO1 (stereo unspecified)	1	6	3	1	-2	10	2	9	-1	-3
COc1ccc(C(CNC(=O)CCNS(=O)(=O)c2ccccc2)N2CCOCC2)cc1 (stereo unspecified)	-2	3	-2	-1	-2	6	0	-5	11	2
Cc1cc(=O)[nH]c(SCC(=O)Nc2ncc(S(=O)(=O)c3ccc([N+](=O)[O-])cc3)s2)n1	4	-2	1	26	14	1	-9	2	-2	-4

Five compounds from above, arranged by count of non-hydrogen atoms, smallest number first:
SMILES	PRMT1 inh	TCR CD3 inh	HTRA1 inh	rCAG RNA binder	mABHD4 FP	TDP2 inh	LEDGF integ inh	NPR2 activator	SIAE primary	MBD2 inh
O=C1C=C(c2ccccc2)C(=O)N1Nc1ccccc1	22*	2	0	4	31*	-6	-2	1	1	-4
O=C(CSc1nnc(-c2ccncc2)o1)NCc1ccccc1	-4	-5	-5	2	-12	-12	1	-3	-6	-6
CC(=O)c1cccc(N(CC(=O)Nc2ccc(F)cc2)S(C)(=O)=O)c1	-4	7	7	4	3	-2	-1	-4	-9	-2
Cc1ccc(S(=O)(=O)N2CCN(CC(=O)N/N=C\c3ccc(O)c(O)c3)CC2)cc1	6	-3	10	2	8	-12	-15	-2	5	1
CC(=O)N1CCN(C2=NC(=O)/C(=C/c3ccc(OS(=O)(=O)c4ccccc4)cc3)S2)CC1	-1	-4	-3	-1	5	-4	1	3	-8	0

(cont.)
SMILES	PRMT1 inh	TCR CD3 inh	HTRA1 inh	rCAG RNA binder	mABHD4 FP	TDP2 inh	LEDGF integ inh	NPR2 activator	SIAE primary	MBD2 inh
COC(=O)C1C(=O)C2=C(CC1C)NC(C)=C(C(=O)OC1CCCCC1)C2c1ccc(N(C)C)cc1 (stereo unspecified)	2	0	8	10	-1	4	-1	3	7	1
Nn1c(SCc2csc(-c3ccccc3)n2)nnc1-c1cccs1	1	0	-13	-3	-10	-4	0	-10	-3	4
Nc1nc(SCC(=O)NCCN2CCOCC2)nc2sc3c(c12)CCC3	4	9	-7	-1	0	-3	-3	2	-2	-2
Cc1ccc(C)n1-c1ccc(NC(=O)c2ccccc2)cc1	-4	-5	-10	11	-10	-1	0	-1	6	1
O=C(CN1C(=O)C(=O)c2ccccc21)NC1CCCCC1	-2	4	0	1	2	2	3	5	-2	-3
CCN1CCN(c2cc3c(cc2F)c(=O)c(C(=O)O)cn3C2CC2)CC1	-1	-4	-5	0	4	8	1	1	4	2
Cc1ccc(OC(=O)c2cccc(S(=O)(=O)N3CCN(C)CC3)c2)c(Br)c1	1	-8	3	-4	3	-9	1	-1	2	-3
Cc1cc(NS(=O)(=O)c2ccc(NC(=O)c3cccnc3)cc2)nc(C)n1	0	6	4	1	3	-3	-1	-2	-7	-1
CC1(C)C(c2ccc(Cl)cc2)=[N+]([O-])C2(CCCC/C2=N\O)N1O (stereo unspecified)	-1	-4	4	-2	0	11	-1	-2	1	3
O=C(Nc1ccccc1C(=O)NCC1CCCO1)c1ccc(Cl)cc1 (stereo unspecified)	2	-3	-5	-3	-13	-15	-4	-7	-5	11
C=CCn1c(SCC(C)=O)nc2scc(-c3ccc(C)o3)c2c1=O	25*	-6	-6	0	1	-2	2	1	-4	3
Cc1ccc[n+](CC(=O)Nc2ccc(C)c(C)c2)c1	1	5	1	3	3	-5	-2	2	0	0
CCOc1ccccc1/C=C/C(=O)c1ccc(Cl)cc1	-3	10	-21	1	-1	-2	-1	1	-6	3
CCOc1ccc(NC(=S)N2CCC(C(=O)c3ccc(OC)cc3)CC2)cc1	1	-10	-2	1	4	0	-2	2	4	4
COc1cc(S(=O)(=O)NC2CC(C)(C)NC(C)(C)C2)c(OC)cc1Cl	-2	-1	-4	0	-1	0	-3	-3	2	3
Nc1cccc(-c2csc(-n3ncc(C(=O)O)c3C(F)(F)F)n2)c1	6	-10	0	3	19	-2	3	1	10	3
O=C1C2C3C=CC(CNS(=O)(=O)c4ccccc4[N+](=O)[O-])(O3)C2C(=O)N1c1ccccc1 (stereo unspecified)	76*	-4	2	3	-4	-2	0	10	1	-2
Cc1cc(C)c2c(n1)nn1c(N3CCN(c4ccccc4)CC3)cc(C)nc21	-1	6	-4	-1	1	4	-4	-2	6	0
O=C(Nc1ccc2c(c1)nc1n2CCOC1)c1ccco1	1	3	-7	4	2	3	0	1	0	5
COC(=O)CSc1nc(C)cc(C)c1C#N	0	-2	0	8	0	-11	6	2	-2	1
CCCCN(C(=O)C1CCCO1)c1c(N)n(CCC)c(=O)[nH]c1=O (stereo unspecified)	2	-4	0	0	-3	3	-5	5	-2	-3
N/C(=N\OC(=O)COc1ccc(Cl)cc1Br)c1ccncc1	2	2	-2	-4	-23	-4	1	0	-13	-3
CCc1ccc(NC(=O)CSCc2ccc(C(=O)O)cc2)cc1	3	11	-3	-1	1	-8	3	0	4	-1
O=C(OCc1ccccc1)Oc1cncc(C(=O)O)c1	-2	4	-1	1	2	-5	3	2	-4	-1
Cn1c(SCC(=O)OC2CCCCC2)nnc1-c1ccco1	-3	-2	-1	-5	0	4	-1	-1	3	-4
COc1ccccc1C(=O)C1CCCN(C(=O)CCn2cnnn2)C1 (stereo unspecified)	-4	6	1	1	2	18	1	0	5	-5
C[C@H](CO)N1C[C@H](C)[C@@H](CN(C)S(=O)(=O)c2ccc(F)cc2)Oc2ccc(NS(=O)(=O)c3ccccc3)cc2C1=O	4	-3	-13	7	-6	-6	2	7	2	4
CCN(CC)S(=O)(=O)c1cccc(C(=O)OCC(=O)NC(C)c2ccccc2)c1 (stereo unspecified)	0	1	0	-3	-5	5	1	2	-1	1
